High-throughput results (PubChem)
Neddyl block = cullin neddylation inhibition | P61081+Q13564 | TR-FRET cullin neddylation, biochemical | hit rate 0.58% among 360,000 | calls only at 25 µM | AID 651699; in the data active means inhibition above about 36%
bovine MsrA act = activators of bovine methionine sulfoxide reductase A; purified bovine MsrA, absorbance read-out; activation, % at 10.6 µM; hit rate 0.3% among 360,000; in the data active means activation above about 7.5%;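 further: 0% = vehicle and 100% = reference activator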
Rin1-Abl PPI inh = inhibitors of human Rin1-Abl protein interaction; P00519+Q13671; TR-FRET Rin1/Abl binding, biochemical; inhibition, % at 7.35 µM; hit rate 0.4% among 360,000; in the data active means inhibition above about 5%, passing the limit was not always enough
PABP1 MLLE inh = blocks PAM2 peptide binding to the PABP1 MLLE domain; GST-MLLE / FITC-PAM2 fluorescence polarization; inhibition, % at 20 µM; hit rate 0.36% among 360,000; AID 588489; in the data active means inhibition above about 35%, passing the limit was not always enough;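 further: plate controls were DMSO wells with GST-MLLE for no effect and wells lacking GST-MLLE protein for full effect; some results filed as inactive read as strong as hits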
Target sequence (P11940 whole entry, looked up, the tested form may be a part): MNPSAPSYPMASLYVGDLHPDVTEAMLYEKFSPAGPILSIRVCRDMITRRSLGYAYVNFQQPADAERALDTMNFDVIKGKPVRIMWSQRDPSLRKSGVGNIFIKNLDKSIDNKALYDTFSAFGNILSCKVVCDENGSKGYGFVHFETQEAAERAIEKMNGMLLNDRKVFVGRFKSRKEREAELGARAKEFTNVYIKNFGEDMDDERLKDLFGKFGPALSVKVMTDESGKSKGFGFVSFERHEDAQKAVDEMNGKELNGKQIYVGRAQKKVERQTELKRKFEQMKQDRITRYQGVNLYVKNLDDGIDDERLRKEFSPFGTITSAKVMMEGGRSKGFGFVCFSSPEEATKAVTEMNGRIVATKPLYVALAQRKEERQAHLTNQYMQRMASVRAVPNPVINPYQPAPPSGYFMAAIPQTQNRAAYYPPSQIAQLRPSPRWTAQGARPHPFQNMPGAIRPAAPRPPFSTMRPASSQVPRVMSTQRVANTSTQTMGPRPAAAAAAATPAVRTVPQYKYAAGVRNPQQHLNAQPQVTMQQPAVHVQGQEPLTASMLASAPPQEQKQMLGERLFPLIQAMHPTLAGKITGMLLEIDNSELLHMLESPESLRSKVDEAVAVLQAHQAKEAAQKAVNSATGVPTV
TbMetRS inhib = blocks T. brucei methionyl-tRNA synthetase activity | inhibition, % at 11.9 µM | AID 624268 | hit rate 0.4% among 360,000 | purified T. brucei MetRS, ATP depletion, Kinase-Glo luminescence;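 active means inhibition above a per-plate cutoff of the control wells' mean inhibition plus 3 SD, cut at about 5.5% in these data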;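 further: 0% = DMSO wells median and 100% = median of wells with control inhibitor compound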
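Dosing: 11.9 µM single point; system: parasite MetRS enzyme; technique: luminescence of leftover ATP; times: 15 min enzyme-compound preincubation, 2 h reaction, 10 min detection, 25 °C; replicates: each compound tested once; read-out basis: percent inhibition relative to median high and low control wells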
CSN deneddyl inh = blocks human CSN-mediated cullin deneddylation | inhibition, % at 12.5 µM | Purified CSN, SCF-Nedd8-OG deneddylation, fluorescence polarization | hit rate 0.38% among 360,000 | Q92905 | AID 651999;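 active means pattern-corrected inhibition above about 35%, with an unprinted fluorescence ratio check between 0.5 and 1.5, limit read from the data, passing the limit was not always enough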;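 further: 0% = enzyme with substrate and 100% = substrate without enzyme; some results filed as inactive read as strong as hits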
Target sequence (Q92905 whole entry, looked up, one chain of several): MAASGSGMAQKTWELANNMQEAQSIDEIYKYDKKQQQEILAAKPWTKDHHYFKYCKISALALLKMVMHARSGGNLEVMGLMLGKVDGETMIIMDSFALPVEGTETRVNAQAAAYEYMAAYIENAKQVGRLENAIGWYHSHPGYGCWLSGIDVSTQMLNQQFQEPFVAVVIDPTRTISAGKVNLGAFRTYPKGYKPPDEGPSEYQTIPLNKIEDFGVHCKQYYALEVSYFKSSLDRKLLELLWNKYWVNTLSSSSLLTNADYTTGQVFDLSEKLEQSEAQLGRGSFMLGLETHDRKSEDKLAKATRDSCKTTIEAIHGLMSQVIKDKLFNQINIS
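Assay system: purified human Csn5 enzyme expressed in HEK293T cells; measure: % inhibition; also added: SCFSkp2-Nedd8OG substrate at 10 nM final; technique: fluorescence polarization; times: reaction 90 min, room temperature; medium: Tris buffer pH 7.5, NaCl, DTT, Tween-20, trehalose, ovalbumin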
FAS-TE inh = blocks the thioesterase domain of human fatty acid synthase | inhibition, % at 15 µM | recombinant FAS-TE, OMFH fluorogenic substrate, fluorescence endpoint | hit rate 0.67% among 360,000;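 active means compounds whose normalised, plate-corrected inhibition of enzyme fluorescence in the single-dose primary screen is 50% or more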;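 further: 0% = DMSO with enzyme and 100% = substrate without enzyme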
eLon inh = E. coli protease La inhibition. purified E. coli Lon protease, fluorescence polarization. inhibition, % at 7.94 µM. P0A9M0. hit rate 0.42% among 360,000. AID 602123; in the data active means inhibition above about 13%, passing the limit was not always enough;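 further: 0% = enzyme with probe and DMSO and 100% = no enzyme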
MsrA inhibitor = inhibitors of bovine MsrA. purified bovine MsrA, absorbance read-out. AID 651718. inhibition, % at 15.5 µM. hit rate 0.75% among 360,000; in the data active means inhibition above about 4.5%;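 further: 0% = vehicle wells with enzyme and 100% = reference inhibitor wells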
The depositor's hits bear a star; i = inactive; / = not tested or not shown.

Second line of a record – eLon inh	Rin1-Abl PPI inh	PABP1 MLLE inh	CSN deneddyl inh	TbMetRS inhib	Neddyl block	bovine MsrA act	MsrA inhibitor	FAS-TE inh
CN1CCN(C(=O)CCc2ccc(S(=O)(=O)NC3CCCCC3)cc2)CC1
 : 1	-1	-2	-3	0.1	i	-1	-0.3	-4
Cc1ccc2nc(-c3ccco3)c(CC3CCCCC3)n2c1
 : -7	4	-7	11	-0.6	i	-6	/	1
COc1ccccc1NC(=O)c1cnc(SCC(=O)NCCc2ccccc2)n(C)c1=O
 : -19	1	-16	-1	-0.4	i	-3	-0.4	1
COCCCNCC(O)COc1cccc2[nH]c(C)cc12 (stereo not drawn)
 : -6	2	8	-7	-0.8	i	-6	-0.5	-4
Cn1c(CNC(=O)c2cccs2)nnc1SCC(=O)Nc1ccccc1
 : -10	3	18	3	-0.7	i	-4	-0.4	-7
CCCNC(=O)C1CCN(S(=O)(=O)c2ccc3c(c2)OCCO3)CC1
 : -1	-2	7	-5	-0.2	i	-3	-0.2	-6
COc1ccc(CC(=O)n2[nH]c(=O)c3ccccc3c2=O)cc1OC
 : -6	-2	-2	3	-0.3	i	-2	0.8	-9
COc1ccc(Cl)cc1C(=O)Nc1cccnc1Cl
 : -8	1	-8	1	0.0	i	-1	0.9	14
Cc1ccc2nc(C)c(CN3CCN(c4ccc([N+](=O)[O-])cc4Cl)CC3)n2c1
 : -1	-6	-4	3	26*	i	-2	-0.7	7
CCCCN(CCCC)Cc1ccc(C(=O)NN)o1
 : 9	-6	10	-5	0.1	i	-1	0.3	-10
COc1ccc(CN2CCN(C(=O)c3cccnc3)CC2)cc1Br
 : 5	2	2	2	-0.4	i	4	-0.6	-6
CCOc1ccccc1Nc1nc(N)nc(CN2CCCCC2C)n1 (stereo not drawn)
 : 3	0	8	-7	-1.6	i	-8	0.5	-6
CC(C)Sc1nnc(NC(=O)c2ccco2)s1
 : 3	-7	8	-1	-0.1	i	-3	3.1	-3
COc1ccc(C2=NOC(C(=O)O)C2)cc1 (stereo not drawn)
 : -6	-1	5	0	0.6	i	-2	-0.5	-5
COc1ccc2cc(Br)ccc2c1CC(=O)NC(C)(C)C
 : -10	-14	-6	-16	0.3	i	-1	1.1	-1
Cc1ccc(-c2nc(CN3CCN(c4cnccn4)CC3)c(C)o2)o1
 : 9	-1	-5	-1	-0.5	i	-1	0.8	0
COc1ccc(/C=N\NC(=O)c2ccc(-c3ccccc3)cc2)c(OC)c1OC
 : -1	3	-8	-2	-0.1	/	-4	1.6	-7
Cc1onc(-c2c(F)cccc2Cl)c1C(=O)OCC(=O)NC(c1ccccc1)c1ccccc1
 : 9	-2	-9	-5	0.1	i	-4	-0.2	24
CN(C)S(=O)(=O)c1ccc(N2CCCC2)c(C(=O)NCc2ccccc2)c1
 : 6	2	-18	-1	-0.2	i	0	1.2	-4
Cc1ccc(S(=O)(=O)N2CC3C(=O)C[C@@H](c4ccccc4)N(S(=O)(=O)c4cccc(Cl)c4)C3CC2c2ccccc2)cc1 (stereo partly drawn)
 : /	/	/	0	0.4	i	/	-0.3	/
COc1ccc(C(C)=O)cc1CC(=O)Nc1ccc2c(c1)CCC2
 : -10	2	-5	4	-0.2	i	-2	0.0	0
CCOC(=O)C1(Cc2cccc(F)c2)CCN(Cc2ccc(COC)o2)CC1
 : -2	-3	9	-1	-0.3	i	-2	0.2	-2
O=C(CCNC(=O)c1ccccc1)Nc1cccnc1
 : 5	-2	-4	-4	-0.9	i	-6	1.1	0
O=C(COC(=O)c1cccs1)c1ccccc1
 : 0	-3	-7	-4	-0.1	i	-1	-1.3	-2
Cc1cccc(C(=O)NCC(=O)OCC(=O)NC2CCCCCCC2)c1
 : -2	-3	-2	0	-0.1	i	-2	-1.2	2
Cc1ccc(S(=O)(=O)N2CCOCC2)cc1NC(=O)CSc1nnc2cc(C)c3ccccc3n12
 : -4	-6	-101	3	0.4	i	-2	0.1	-3
COC(=O)c1ccc(C(=O)O)nc1
 : -9	5	-1	-3	1.6	i	-1	0.1	-4
Clc1ccccc1Cn1nnc2c(NCCN3CCOCC3)ncnc21
 : -6	-2	-1	1	-0.1	i	-4	-0.8	-1
COc1ccc(Cl)cc1NC(=O)CN(C)C(=O)CCc1nc2ccccc2c(=O)[nH]1
 : -4	3	-3	3	0.0	i	-1	-1.1	-2
CCN(CC)S(=O)(=O)c1ccc(C(=O)NNC(=O)C2COc3ccccc3O2)cc1 (stereo not drawn)
 : -9	-1	-10	2	-0.3	i	-3	0.0	-2
COc1ccc(NC(=S)N2CCN(C(=O)c3ccco3)CC2)cc1
 : 4	0	-58	5	-0.7	i	-4	-0.7	-6
CC(C)(C)c1nnc2sc(SCC(=O)c3ccccc3)nn2c1=O
 : 3	-1	-20	-3	-0.4	i	-1	2.8	31
COc1cc(Cl)c(S(=O)(=O)N2CCCC2)cc1Cl
 : -1	2	3	-1	-0.6	i	-3	0.9	0
CCOc1cc(/C=C2/N=C(c3ccc(C(C)(C)C)cc3)OC2=O)cc(Cl)c1OS(C)(=O)=O
 : 1	-4	4	4	0.2	i	-5	-1.4	42
Cc1ccc(C)c(NCc2ccccc2CO)c1
 : 7	1	-4	-4	-0.8	i	1	0.5	-1
CC1CCN(c2ccc(C(=O)NCCc3ccccc3)cn2)CC1
 : 1	-2	14	8	-0.7	i	-11	0.8	2
COc1ccc(CC(=O)NC(c2ccccc2)c2ccc(C)cc2)c(OC)c1 (stereo not drawn)
 : 4	0	1	1	-0.1	i	0	0.3	12
CNC(=S)N(Cc1ccc(OC)cc1)C1CC(=O)N(c2ccc(Cl)cc2)C1=O (stereo not drawn)
 : 4	-1	-33	-2	2.5	i	-3	-0.7	62*
Cn1c(CCNC(=O)c2ccco2)nc2cc(NC(=O)c3ccccc3Cl)ccc21
 : -8	3	-9	5	-0.4	i	-4	-0.3	-2
COc1ccc(/C=C2\SC(=S)N(CCC(=O)NCCCn3ccnc3)C2=O)cc1
 : -10	-4	6	-2	0.2	i	3	0.8	-12
O=C(NNC1=NCCCCC1)c1cccc([N+](=O)[O-])c1
 : -9	6	20	-2	-1.9	i	-7	-0.6	-7
CCOC(=O)N1CCC(NC(=O)CSCc2nc(-c3sccc3C)oc2C)CC1
 : -9	1	25	-2	-0.9	i	-8	/	-2
Cc1ccc(Cl)cc1-c1ccc(C=Nc2ccc(N3CCOCC3)cc2)o1
 : -4	-45	-9	-7	-1.5	i	-12	1.2	8
N=C1SCC(=O)N1c1ncc(Cc2cccc(Cl)c2)s1
 : -7	-3	-7	-3	-0.3	i	-6	2.5	-5
C#CC(C)(CC)NC(=O)c1cc2nc(C3CC3)cc(C(F)(F)F)n2n1 (stereo not drawn)
 : -7	3	16	9	-0.4	i	-3	0.0	2
CCN(CC)c1ccc2cc(C=O)c(=O)oc2c1
 : -403	-44	i	-73	0.0	i	-2	-0.4	-57
COc1cccc(C(O)c2nc(-c3cnn(C)c3)cs2)c1 (stereo not drawn)
 : -3	2	-8	1	-0.2	i	-5	0.9	-11
COc1cccc(NC(=O)c2ccc3nc(C)sc3c2)c1
 : -10	-2	8	1	0.2	i	-4	-0.8	0
CC(C)CNC(=O)c1ccccc1NC(=O)c1ccccc1N(C)S(=O)(=O)c1ccccc1
 : 4	-2	3	-11	-0.2	i	-1	-1.0	4
Cc1cc(NC(=O)CSc2nnc(-c3ccc(Cl)s3)o2)no1
 : -2	-3	6	1	-0.7	i	-1	2.5	2

New compounds follow:
Second line of a record – eLon inh	Rin1-Abl PPI inh	PABP1 MLLE inh	CSN deneddyl inh	TbMetRS inhib	Neddyl block	bovine MsrA act	MsrA inhibitor	FAS-TE inh
COc1ccc(-n2nnnc2SCC(=O)NNC(=O)c2ccc([N+](=O)[O-])cc2)cc1
 : 0	-3	-61	-11	-1.5	i	-9	1.5	6
COc1ccc(S(=O)(=O)Nc2ccc(N3CCOCC3)cc2)cc1
 : 1	3	-13	4	-1.5	i	-10	-0.7	-2
O=C(C1CC1)N1CCc2cc(S(=O)(=O)NC3CCN(Cc4ccccc4)CC3)ccc21
 : -3	2	-4	-3	-1.1	i	-12	-0.3	-14
O=C(CN(C(=O)CCC(=O)Nc1ccccn1)c1ccccc1F)NCc1ccc2c(c1)OCO2
 : -1	1	-13	6	-0.4	i	-4	0.0	0
Cc1nc(NCc2cccnc2)c2c3c(sc2n1)CC(C)CC3 (stereo not drawn)
 : 2	2	6	8	0.7	i	-2	0.6	-1
Cc1ccc(S(=O)(=O)N2CCN(C(=O)COc3ccc(NC(=O)c4ccco4)cc3)CC2)cc1
 : -3	2	-7	3	-0.9	i	-10	0.3	-6
O=[N+]([O-])c1cccc(/C=C2\CCc3cnn(C4CCS(=O)(=O)C4)c32)c1 (stereo not drawn)
 : -10	-6	-2	-1	0.5	i	-3	1.2	10

Retrieved by compound from the list above:
Second line of a record – eLon inh	Rin1-Abl PPI inh	PABP1 MLLE inh	CSN deneddyl inh	TbMetRS inhib	Neddyl block	bovine MsrA act	MsrA inhibitor	FAS-TE inh
Cc1nc(NCc2cccnc2)c2c3c(sc2n1)CC(C)CC3 (stereo not drawn)
 : 2	2	6	8	0.7	i	-2	0.6	-1
COc1ccc(-n2nnnc2SCC(=O)NNC(=O)c2ccc([N+](=O)[O-])cc2)cc1
 : 0	-3	-61	-11	-1.5	i	-9	1.5	6
O=C(CN(C(=O)CCC(=O)Nc1ccccn1)c1ccccc1F)NCc1ccc2c(c1)OCO2
 : -1	1	-13	6	-0.4	i	-4	0.0	0
COc1ccc(S(=O)(=O)Nc2ccc(N3CCOCC3)cc2)cc1
 : 1	3	-13	4	-1.5	i	-10	-0.7	-2
O=[N+]([O-])c1cccc(/C=C2\CCc3cnn(C4CCS(=O)(=O)C4)c32)c1 (stereo not drawn)
 : -10	-6	-2	-1	0.5	i	-3	1.2	10
O=C(C1CC1)N1CCc2cc(S(=O)(=O)NC3CCN(Cc4ccccc4)CC3)ccc21
 : -3	2	-4	-3	-1.1	i	-12	-0.3	-14

Not a hit list; overall some 4% were active at least once.
